# ELG1 genotoxic – qHTS screen for small molecules that induce genotoxicity in human embryonic kidney (HEK293T) cells expressing luciferase-tagged ELG1; AID 504466, 2011; hit rate 1.3% among 330,000; HEK293T ELG1-luciferase reporter, luminescence, 16 h; Potency, µM (titrated, usually from 46 µM), for the others: at the top dose activity change, positive = activation, usual class: activators; further: potency means the concentration at half of the fitted maximal effect; % of control where 0% means no effect; nearly all actives have a fitted effect of over 60% in size
#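 Genotoxic stress is detected as increased luminescence from luciferase-tagged ELG1 in HEK293T cells, measured with ONE-Glo after a 16 hr treatment at 37 °C.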
# ELG1 DNA repair – qHTS screen for small molecules that inhibit ELG1-dependent DNA repair in human embryonic kidney (HEK293T) cells expressing luciferase-tagged ELG1 | HEK293T ELG1-luciferase reporter, luminescence, 16 h; DNA damage induced by 5-fluorouridine | Potency, µM (series often up to 46.1 µM), for inactives: at the top dose activity change, negative = inhibition, most hits filed as inhibitors | hit rate 2.3% among 330,000 | AID 504467, 2011; further: potency means the concentration at half of the fitted maximal effect; on the % scale 0 is the no-effect control and ±100 the full control effect; nearly all actives have a fitted effect of over 55% in size
#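 Quantitative HTS, concentration-response format. 2,000 cells/well co-treated with 5-fluorouridine and compound, 16 hr in 5% CO2 at 37 °C; ONE-Glo luminescence read after 30 min.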
# p53 reactivator – qHTS assay for re-activators of p53 using a Luc reporter; hit rate 0.063% among 320,000; H1299 p53-A138V BP100-luciferase reporter, luminescence, 24 h; Potency, µM (top dose mostly 92.2 µM), inactives show at the highest dose activity change, positive = activation, most hits filed as activators; further: potency means the concentration at half of the fitted maximal effect; % of control where 0% means no effect; nearly all actives have a fitted effect of over 45% in size
#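 H1299 (p53-null), stable ts p53-A138V + BP100-Luc; 1000 cells/well, Opti-MEM/10% FBS; cpd 4 pt, 1:5; 24 h, 37 deg C, 5% CO2; detection reagent 10 min RT; luminescence.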
# NPC1 promoter act – qHTS Assay for NPC1 Promoter Activators | hit rate 2.4% among 320,000 | AID 485313, 2010 | Huh7 NPC1 promoter luciferase reporter, 24 h | Potency, µM (highest dose often 9.22 µM), for inactives: at the top dose activation, hits mostly activators;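 further: potency means the concentration at half of the fitted maximal effect; % of control where 0% means no effect; nearly all actives have a fitted effect of over 60% in size; reporter is driven by a mutant NPC1 promoter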
#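 NPC1 promoter–luciferase Huh7 cells; 24 h compound; luminescence.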
# Gal4-VP16 FLuc – VP16 counterscreen qHTS for inhibitors of ROR gamma transcriptional activity; Potency, µM (doses to about 53.6 µM), inactives show at the top dose activity, negative = inhibition, most hits filed as inhibitors; Drosophila S2 Gal4-VP16 UAS-luciferase, luminescence, 20 h; hit rate 3.5% among 310,000; AID 2546, 2010;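 further: Gal4-VP16 expression switched on by copper sulfate through the metallothionein promoter; potency means the concentration at half of the fitted maximal effect; on the % scale 0 is the no-effect control and ±100 the full control effect; nearly all actives have a fitted effect of over 50% in size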
# RORgamma inh – qHTS for inhibitors of ROR gamma transcriptional activity | Nuclear receptor ROR-gamma (Mus musculus), P51450 | Drosophila S2 Gal4-RORgamma UAS-luciferase reporter, 20 h | Potency, µM (doses to about 53.6 µM), without a hit: at the top dose activity change, negative = inhibition, actives largely listed as inhibitors | hit rate 5.4% among 310,000 | AID 2551, 2010; further: potency means the concentration at half of the fitted maximal effect; on the % scale 0 is the no-effect control and ±100 the full control effect; nearly all actives have a fitted effect of over 60% in size
#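 Luminescence from a UAS-regulated Photinus luciferase reporter in stably transfected Drosophila Schneider cells is measured; decreased signal marks ROR gamma inhibition. Fusion expression is induced by 700 uM copper sulfate for 20 hr.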
# Tb PFK inh – qHTS Assay to Find Inhibitors of T. brucei phosphofructokinase; ATP-dependent 6-phosphofructokinase (Trypanosoma brucei brucei), O15648; T. brucei PFK, ADP-Glo luminescence; Potency, µM (highest dose often 57.5 µM), for inactives: top-dose activity, negative = inhibition, hits mostly inhibitors; hit rate 0.17% among 330,000; AID 485367, 2010;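 further: potency means the concentration at half of the fitted maximal effect; 0% = uninhibited 1x PFK enzyme wells and -100% = no-enzyme wells; nearly all actives have a fitted effect of over 60% in size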
#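 1.25 nM PFK with 0.5 mM F6P and 0.1 mM ATP in 0.1 M TEA pH 8.0, 5 mM MgCl2, incubated 45 min at room temperature; ADP measured by ADP-Glo luminescence; compounds titrated up to 57 uM.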
# FLuc counter – qHTS profiling assay for firefly luciferase inhibitor/activator using purifed enzyme and Km concentrations of substrates (counterscreen for miR-21 project) | Luciferin 4-monooxygenase (Photinus pyralis), P08659 | purified FLuc, Km substrates, luminescence inhibition | Potency, µM (titrated, usually from 57.5 µM), for inactives: top-dose activity change, negative = inhibition, actives largely listed as inhibitors | hit rate 6.9% among 360,000;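 further: potency means the concentration at half of the fitted maximal effect; plate controls were vehicle for no effect and reference inhibitor for full effect; nearly all actives have a fitted effect of over 55% in size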
# Target sequence (P08659 whole entry, looked up): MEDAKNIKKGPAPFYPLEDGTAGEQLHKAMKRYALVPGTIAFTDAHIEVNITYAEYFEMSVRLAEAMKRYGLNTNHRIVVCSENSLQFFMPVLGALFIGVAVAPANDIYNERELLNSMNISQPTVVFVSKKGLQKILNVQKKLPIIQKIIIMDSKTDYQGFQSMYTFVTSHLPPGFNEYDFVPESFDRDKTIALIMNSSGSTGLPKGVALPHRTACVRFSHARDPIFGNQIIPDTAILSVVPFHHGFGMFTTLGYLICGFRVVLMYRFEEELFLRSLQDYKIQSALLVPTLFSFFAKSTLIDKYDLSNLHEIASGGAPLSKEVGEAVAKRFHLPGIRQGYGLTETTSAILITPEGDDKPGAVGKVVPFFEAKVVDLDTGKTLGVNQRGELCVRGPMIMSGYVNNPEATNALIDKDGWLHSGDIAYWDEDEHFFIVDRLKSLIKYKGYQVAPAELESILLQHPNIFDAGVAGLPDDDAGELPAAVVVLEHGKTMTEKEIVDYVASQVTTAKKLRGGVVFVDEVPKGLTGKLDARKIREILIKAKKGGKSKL
#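 Purified P. pyralis luciferase (10nM final) with 10uM D-luciferin and 10uM ATP (Km levels) in 50mM Tris acetate pH 7.5, 10mM Mg acetate, 0.01% Tween-20, 0.05% BSA; qHTS 6-point titration, ~60 µM downward; luminescence read.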
# BRCA1 expr up – qHTS Assay to Identify Small Molecule Activators of BRCA1 Expression. AID 624202, 2012. MCF7-BRCA1-FFLuc reporter, luminescence, 48 h; response scale: scaled: vehicle 0%, 10 µM genistein 100%. Potency, µM (doses to about 46.1 µM), without a hit: top-dose activation, actives largely listed as activators. hit rate 1.1% among 380,000; further: potency means the concentration at half of the fitted maximal effect; nearly all actives have a fitted effect of over 80% in size; some results filed as inactive show a strong effect at the top dose
#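 Quantitative HTS in MCF7 cells stably reporting BRCA1 expression via firefly luciferase. Compound treatment lasts 48 h at 37 °C in phenol-red free MEM. Activation is expressed relative to genistein at 10 microM and DMSO.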
# TRPV1 agonist – HTS Assay for Compounds that Act as Agonists of the Vanilloid Receptor 1; activation, % at 8.33 µM; AID 540275, 2011; Transient receptor potential cation channel subfamily V member 1 (Homo sapiens), Q8NER1; TRPV1-expressing cells, Fluo-8 calcium influx, agonist mode; hit rate 0.19% among 320,000; in the data active means activation above about 80%; inconclusive means between about 30% and that limit; further: 0% is about no effect
#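 TRPV1-expressing cells were cultured overnight at 35.5C and loaded with Fluo-8 calcium dye for 40 to 90 min at room temperature. After a 10 s baseline, compound was added and calcium influx was read kinetically for 3 min (ex 480/em 520 nm).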
# Rab9 promoter act – qHTS Assay for Rab9 Promoter Activators | Huh7 Rab9 promoter-luciferase reporter, luminescence, 24 h | Potency, µM (series often up to 9.22 µM), for inactives: at the highest dose activation, negative = inhibition, actives largely listed as activators | hit rate 2.8% among 320,000 | AID 485297, 2010; further: potency means the concentration at half of the fitted maximal effect; % of control where 0% means no effect; nearly all actives have a fitted effect of over 60% in size
#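 Luciferase signal after 10 min detection reagent at ambient indicates Rab9 promoter upregulation; stably transfected Huh7 cells were treated 24 h with compound in DMSO at 37 °C, 5% CO2.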
# Numbers without * were called inactive; ? = inconclusive; / = not tested or not shown; [ ] = dose if it differs, or a comment. Unless noted, the call rests on the fitted dose curve; in most records, active means well fitted curve in the direction sought with a large enough effect; inconclusive means small, poorly fitted or top-dose-only effect, or another doubt; inactive means no such curve, though single readings can be large; an effect the other way counts as inactive or inconclusive. The list is partial; count on the stated rates, not on these rows.
SMILES,ELG1 genotoxic,ELG1 DNA repair,p53 reactivator,NPC1 promoter act,Gal4-VP16 FLuc,RORgamma inh,Tb PFK inh,FLuc counter,BRCA1 expr up,TRPV1 agonist,Rab9 promoter act
CCCCOC(=O)COc1cc(C)cc2oc(=O)c3c(c12)CCC3,7%,21%,2%,6%,1%,13%[10 µM],-2%,1%,0%,19,5%
CC1CN(CC(=O)c2ccccc2Cl)CC(C)O1 (stereo not given),1%,17%,8%,-1%,-18%,30%,-29%,-17%,-13%,9,-4%[1.84 µM]
COc1cc(CN=Cc2c(O)n(C(C)(C)C)c(=O)[nH]c2=O)cc(OC)c1,-5%,?,-7%,-2%,-6%,27%,0%,1%,-13%,-2,-1%
O=C(CN1CCOCC1)c1ccc2cc[nH]c2c1,8%,?,?,-4%,-5%,4%,?,-13%,66%,0,0%
COC(=O)C1=C(c2ccc(Cl)c(C(F)(F)F)c2)C[C@@H]2CC[C@H]1N2C(=O)NCc1ccco1,-5%,-17%,-5%,5%,/,/,0%,0%,-21%,15,-3%
Cc1ccc(C)c(NC2=NCCCS2)c1,0%,16%,-9%,1%,17%,28%,0%,1%,-3%,0,-8%
CCN(CC)S(=O)(=O)N1CCC(C(=O)N2CCC3(CC2)OCCO3)CC1,0%,?,4%,3%,-3%,0%,0%,0%,5%,1,0%
CCOC(=O)[C@@]1(C#N)[C@@H]2C=CC(C(N)=O)=CN2[C@@H](C(N)=O)[C@@H]1c1cccc(Cl)c1,-2%,-13%,27%,1%,-1%,-15%,-5%,-1%,-14%,-1,-3%
CSc1ccc(CNC2CN3CCC2CC3)cc1 (stereo not given),3%,0%,4%,-2%,0%,-31%,-3%,-3%,0%,0,2%
COC(=O)C1=C(c2ccc(F)cc2F)C[C@@H]2CC[C@H]1N2C(=O)NC(C)C,-2%,?,1%,-2%,/,/,-4%,0%,4%,2,-4%
COc1cc(C(=O)OC2C[C@H]3CC[C@@H](C2)N3)ccc1O (stereo not given in full),-2%,-12%,-4%,0%,3%,1%,-6%,-1%,-6%,1,-4%
CC(C)(C)n1cccc1/C=C1\C(=O)NC(=O)N(c2ccccc2)C1=O,1%,6%,11%,2%,-3%,-21%,16%,24µM*,0%,-4,-2%
CCN(CC)C(=O)c1ccc(NC(=O)Cn2nc(C)c3ccccc3c2=O)cc1,1%,7%,-9%,0%,-5%,17%,18%,3%,1%,3,1%
CCOc1ccc(-n2c(O)c(N=Nc3c(C)n(C)n(-c4ccccc4)c3=O)c(=O)[nH]c2=O)cc1,0%,0%,3%,-1%,6%,-1%,-2%,-2%,-2%,-1,4%
CCn1c(C)[n+](CC(O)COCC2CC=CCC2)c2ccccc21 (stereo not given),-4%,?,-4%,-5%,3%,8%,1%,0%,-44%,3,-12%
COC(=O)C1=C(c2ccc(OCc3ccccc3)cc2)C[C@@H]2CC[C@H]1N2C(=O)NC1CCN(Cc2ccccc2)CC1,2%,0%,3%,1%,/,/,-3%,0%,-24%,1,-21%
CN1CCC2(CC1)NC(=O)C1=C(CN(C)CC1)N2,1%,6%,6%,-1%,-7%,-17%,4%,2%,33%,-3,-4%
Cc1cc(OCC(=O)NC(Cc2ccc(Cl)cc2)C(=O)O)c2c3c(c(=O)oc2c1)CCCC3 (stereo not given),2%,0%,/,1%,-4%,0%,-16%,4%,0%,-6,-1%
Cc1ccc(CN2CCCN(Cc3ccc(C)cc3)S2(=O)=O)cc1,-2%,?,1%,-1%,9%,5%,-23%,-6%,30%,-4,-1%
CN1C(=O)C(Cc2nc3ccccc3c(=O)n2-c2ccccc2)c2ccccc21 (stereo not given),0%,?,0%,-5%,-1%,?,-2%,1%,-43%,1,-4%
O=C(c1ccc(CS(=O)(=O)c2ccc(Br)cc2)o1)N1CCC2(CC1)OCCO2,2%,-5%,7%,3%,7%,18%,0%,2%,7%,0,-3%

# Assay outcomes from PubChem.
